Screening data as filed in PubChem.
hgDAF-12 ag: agonists of H. glycines DAF-12 nuclear receptor | 370,000 compounds, 1.8% hits | activation, % at 6.8 µM | HEK293 GAL4-hgDAF12 UAS-luciferase reporter, agonist luminescence; normalized to butyrate control;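 active means activation above a cutoff set at the mean of all screened compounds plus 3 SD, cut at about 10% in these data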;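 further: 0% = DMSO wells and 100% = sodium butyrate wells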
ssDAF12 agonist: S. stercoralis DAF-12 activation, primary screen. HEK293 ssDAF-12/GRIP1 lit1-tk-luc reporter, luminescence; % of 3 µM dafachronic acid response. activation, % at 6.8 µM. 370,000 compounds, 1% hits;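 active means activation above the mean over all tested compounds plus 3 SD, cut at about 0.9% in these data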;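 further: 0% = DMSO-only wells and 100% = 3 µM delta7-dafachronic acid wells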
hcDAF12 agonist: activates DAF-12 receptor from parasite H. contortus | HEK293 hcDAF-12 lit1-tk-luc reporter, luminescence; 0% DMSO, 100% Δ7-dafachronic acid | activation, % at 6.8 µM | 370,000 compounds, 1.4% hits;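 active means activation above the mean of all tested compounds plus 3 SD, cut at about 5.5% in these data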;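 further: 100% = response to 3 µM Δ7-dafachronic acid high control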
DAX1 inh-1: blocks DAX1 repression of SF-1 activated StAR promoter | AID 652010 | 370,000 compounds, 1.1% hits | inhibition, % at 6.8 µM | HEK293T StAR-luciferase reporter, SF-1/DAX-1 repression relief;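 active means inhibition above the mean over all tested compounds plus 3 SD, cut at about 3.6% in these data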;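 further: 0% = DAX-1 cells with DMSO and 100% = cells lacking DAX-1 with DMSO; higher inhibition means more luminescence from relief of DAX-1 repression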
PLC-beta3 inh: inhibitors of human phospholipase C beta3. Purified PLC-beta3, fluorogenic substrate, fluorescence. 370,000 compounds, 0.18% hits. AID 720704. Q01970. inhibition, % at 12.2 µM; in the data active means inhibition above about 11%;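 further: 0% = median of compound wells on plate and 100% = full blocker control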
GAA850 FXN act: activators of GAA850 frataxin (FXN) promoter | AID 540364 | HEK293 lucGAA850 FXN promoter luciferase reporter, 24 h; percent of 10 µM SAHA response | 360,000 compounds, 0.56% hits | activation, % at 6 µM;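 active means activation above the average of all compounds screened plus 3 SD, cutoff fixed separately per campaign, cut at about 7.5% in these data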;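 further: 0% = DMSO wells and 100% = 10 µM SAHA wells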
DAX1 inh-2: NR0B1 (DAX1) inhibition; P51843; HEK293 Gal4-DAX1 luciferase reporter, luminescence; inhibition, % at 6.75 µM; 340,000 compounds, 0.99% hits; AID 504766;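 active means inhibition above the mean over all tested compounds plus 3 SD, cut at about 4.2% in these data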;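 further: 0% = DAX1-transfected cells with DMSO and 100% = empty-vector control cells with DMSO; inhibition shows as a rise in luminescence from relieved DAX1 repression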
Target sequence (P51843 207-470 limits assumed): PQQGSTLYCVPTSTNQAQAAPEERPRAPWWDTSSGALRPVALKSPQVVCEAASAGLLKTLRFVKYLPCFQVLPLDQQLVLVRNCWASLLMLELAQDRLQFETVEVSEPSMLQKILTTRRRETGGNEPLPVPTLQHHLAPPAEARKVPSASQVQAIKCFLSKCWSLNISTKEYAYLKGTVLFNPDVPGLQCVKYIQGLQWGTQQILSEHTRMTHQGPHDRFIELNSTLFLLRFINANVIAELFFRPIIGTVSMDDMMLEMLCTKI
PG9 Ab binder: binds the HIV-1 gp120 antibody PG9; 360,000 compounds, 0.43% hits; TR-FRET gp120-PG9 antibody binding; inhibition, % at 6.7 µM; in the data active means inhibition above about 8.5%
HGIII-sPLA2 inh: Blocks human group III sPLA2 activity. Q9NZ20. QFRET BODIPY PC-A2 liposome hydrolysis, fluorescence. inhibition, % at 12.2 µM. 370,000 compounds, 0.56% hits;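 active means inhibition above mean plus 3 SD of compounds lying within the high and low control bounds, cut at about 19% in these data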;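 further: 0% = median of test compound wells and 100% = no enzyme DMSO wells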
Target sequence (Q9NZ20 whole entry, looked up): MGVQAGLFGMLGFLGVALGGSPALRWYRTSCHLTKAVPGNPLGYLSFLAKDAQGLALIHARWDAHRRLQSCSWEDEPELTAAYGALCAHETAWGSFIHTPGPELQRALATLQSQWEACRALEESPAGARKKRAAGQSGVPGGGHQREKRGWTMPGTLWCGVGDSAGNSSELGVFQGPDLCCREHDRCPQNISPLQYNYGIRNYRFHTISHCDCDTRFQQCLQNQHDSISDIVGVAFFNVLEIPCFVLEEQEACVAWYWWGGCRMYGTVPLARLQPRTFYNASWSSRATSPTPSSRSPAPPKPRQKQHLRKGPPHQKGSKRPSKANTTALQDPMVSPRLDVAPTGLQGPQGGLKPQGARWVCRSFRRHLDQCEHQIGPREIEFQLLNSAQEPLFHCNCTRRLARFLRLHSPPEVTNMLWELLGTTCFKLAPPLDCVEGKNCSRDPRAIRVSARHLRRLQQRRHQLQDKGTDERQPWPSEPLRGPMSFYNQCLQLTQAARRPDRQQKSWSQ
Rev-erbA mod: modulators of human Rev-erb alpha DNA binding. activity, % at 10 µM. Rev-erbα–FITC-DNA binding, fluorescence polarization, 90 min. P20393. 370,000 compounds, 0.79% hits;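 active means activity above about 14%, limit read from the data; passing the limit was not always enough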;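 further: 0% = DMSO wells with 35 nM protein and 100% = DMSO wells with 750 nM protein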
SMARCA2 act: SMARCA2 function activation, primary screen. MG213 cells, MMTV-luciferase reporter, dexamethasone, overnight. activation, % at 9.1 µM. 370,000 compounds, 1% hits. AID 652017; in the data active means activation above about 7.8%;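 further: 0% = vehicle wells and 100% = reference activator wells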
An asterisk follows results filed as active; · = not tested or not shown.

SMILES	hgDAF-12 ag	ssDAF12 agonist	hcDAF12 agonist	DAX1 inh-1	PLC-beta3 inh	GAA850 FXN act	DAX1 inh-2	PG9 Ab binder	HGIII-sPLA2 inh	Rev-erbA mod	SMARCA2 act
O=C1/C(=C/c2ccccn2)SC(=S)N1c1cccc(O)c1	6.3	-1.9	-0.9	0.5	-7	1.2	1.9	-1.1	-25	-7	-2
COc1ccc(NC(=S)NNC(=O)c2ccc(S(=O)(=O)N3CCOCC3)cc2)cc1	-2.5	-0.9	-0.5	-0.3	-10	0.2	0.9	-4.4	-5	3	-1
CCCOC(=O)C1[C@H]2C(=O)N(CCCOC)C[C@]23C=C[C@H]1O3 (stereo not given in full)	1.1	-1.5	-0.8	0.0	-3	-1.9	-0.5	-1.1	0	-2	-2
Cc1nc(N2CCOCC2)c2c(C)c(C(=O)Nc3ccccc3Cl)sc2n1	2.9	-1.5	-0.9	0.0	-3	3.2	-0.3	-1.8	-1	5	3
O=C(NCc1ccco1)C1CN(S(=O)(=O)c2ccccc2)CCN1S(=O)(=O)c1ccccc1 (stereo not given)	-0.3	-1.5	-2.2	-0.4	2	0.8	3.8	0.5	-6	-6	0
Cc1nc2ccccc2c(=O)n1/N=C/c1cn(-c2ccccc2)nc1-c1cccs1	0.5	-1.3	-0.7	-0.9	-21	4.0	-1.4	-1.4	-4	2	1
CCn1nc(C)c(NC(=O)/C=C/c2cnn(C)c2)c1C	-0.6	-1.6	-2.5	-0.3	1	-1.9	1.0	-1.9	4	2	-6
COc1ccc(CCN2CC(C#N)=C3c4cc(OC)c(OC)cc4CCN3C2)cc1OC	-2.5	-1.2	-1.0	-0.6	-39	3.4	1.0	0.2	4	-1	0
C=C(C)CN(CC)c1nc(N)c2c(N)nc3c(c2c1C#N)CC(=O)N3C12CC3CC(CC(C3)C1)C2	-1.9	-1.3	-1.9	0.8	-77	0.3	-0.7	1.2	-5	-1	-1
Cc1nn(C)cc1C(C(=O)NC1CCCCC1)N(C(=O)Cn1nnc2ccccc21)c1ccc(F)cc1 (stereo not given)	0.6	-0.7	-0.5	0.3	2	-1.2	0.3	-0.7	0	-2	-1
Fc1ccc(NC(=S)NCCc2ccc(Cl)cc2)cc1	3.0	-0.8	-3.2	0.4	0	3.1	-1.2	-0.8	13	-2	-1
O=c1c2sc(-c3ccccc3)cc2nc2n1CCCCC2	12*	0.1	3.8	3.0	-5	2.6	5.0*	-2.7	-2	-3	4
CC(C)Oc1ccccc1-c1nc(SCC(=O)O)n[nH]1	-0.9	-0.6	-1.2	0.2	0	0.9	0.1	0.0	-4	3	-2
COc1cc(C(=O)Nc2ccc(Cl)c(C(F)(F)F)c2)cc(OC)c1OC	1.1	-1.4	-1.1	-0.4	-1	1.1	0.2	-0.4	-24	0	2
CCOc1ccc(-n2c(=O)c3sccc3n(Cc3ccc(C)cc3)c2=O)cc1	-0.3	-1.6	-2.0	0.6	-6	2.6	1.0	2.4	0	-1	-2
CC(C)C[C@@H](CN1CCCC1CN1C(=S)NC[C@@H]1Cc1ccc(O)cc1)N1C[C@H](Cc2ccccc2)N(CC2CCCCC2)C1=S (stereo not given in full)	3.3	-1.2	-1.0	1.1	1	1.7	1.6	-0.8	-16	-1	6
Cn1ncc(Cl)c1C(=O)Nc1ccc2c(c1)CCC2	10	1.3*	6.8*	5.8*	-8	4.2	1.0	-1.0	4	-3	3
O=C(Nc1ccc(Oc2ccccc2)cc1)c1csc([C@@H]2C[C@H](O)[C@@H](CO)O2)n1	-4.6	-2.3	-4.0	-4.4	1	-2.6	·	-0.4	-5	5	-2
Cc1cc(C)n2nc(SCC(=O)NC(=O)c3ccccc3Cl)nc2n1	-0.3	-1.1	-0.2	0.9	-6	0.2	1.1	-0.1	14	-7	-1
COc1ccc(NC(=O)N(C)[C@H]2C[C@H]3c4[nH]c5ccccc5c4CCN3C(=O)[C@H]2CO)cc1	3.3	-1.2	2.1	0.6	-337	-0.1	-0.2	-0.9	-2	-8	-1
CN1CCN(CCC2Oc3cc([N+](=O)[O-])ccc3NC2=O)CC1 (stereo not given)	-1.8	-0.3	-0.6	1.0	-2	0.3	0.0	1.1	0	0	-2
Cc1cccc2cc(C#N)c(SCC(=O)N3CCC(C)CC3)nc12	-1.0	-0.7	0.5	0.0	-4	1.7	-0.4	8.8*	5	53*	0
COc1ccc2[nH]c3c(c2c1)CCN1C(=O)C(CC(=O)NCCN2CCOCC2)C[C@H](C(=O)N2CCOCC2)[C@@]31C (stereo not given in full)	2.9	-1.3	-0.7	0.2	-2	0.3	-0.4	-1.8	2	-5	-4
Cc1n[nH]c(=S)n(NC(=O)/C=C/C(=O)Nn2c(=S)[nH]nc(C)c2=O)c1=O	1.4	-0.9	-1.6	-0.7	-16	0.2	0.6	-1.3	11	-7	-2
CC(C)C1C(=O)N(Cc2cn(Cc3ccco3)nn2)CCS(=O)(=O)N1Cc1ccc(-c2ccc(Cl)c(Cl)c2)cc1 (stereo not given)	-2.3	-1.0	-0.8	0.2	-2	2.2	-1.1	0.6	-22	2	-5

Brought forward from above: 3 entries, then new ones.
SMILES	hgDAF-12 ag	ssDAF12 agonist	hcDAF12 agonist	DAX1 inh-1	PLC-beta3 inh	GAA850 FXN act	DAX1 inh-2	PG9 Ab binder	HGIII-sPLA2 inh	Rev-erbA mod	SMARCA2 act
COc1ccc2[nH]c3c(c2c1)CCN1C(=O)C(CC(=O)NCCN2CCOCC2)C[C@H](C(=O)N2CCOCC2)[C@@]31C (stereo not given in full)	2.9	-1.3	-0.7	0.2	-2	0.3	-0.4	-1.8	2	-5	-4
Cc1n[nH]c(=S)n(NC(=O)/C=C/C(=O)Nn2c(=S)[nH]nc(C)c2=O)c1=O	1.4	-0.9	-1.6	-0.7	-16	0.2	0.6	-1.3	11	-7	-2
CC(C)C1C(=O)N(Cc2cn(Cc3ccco3)nn2)CCS(=O)(=O)N1Cc1ccc(-c2ccc(Cl)c(Cl)c2)cc1 (stereo not given)	-2.3	-1.0	-0.8	0.2	-2	2.2	-1.1	0.6	-22	2	-5
CC(C)(C)OC(=O)N1CCC(CNC(=O)c2ccc(F)cc2)CC1	0.7	-1.2	-3.1	-0.5	-6	0.7	-1.0	-0.3	11	-3	-4
Cc1ccc(S(=O)(=O)CCC(=O)OCC(=O)NC(N)=O)cc1	2.3	-0.8	0.8	0.7	-3	2.5	2.1	-2.4	0	-1	-4
Nc1nonc1-n1nnc(C(=O)N/N=C/c2ccc(OCc3ccccc3)cc2)c1CN1CCCCC1	-0.2	-0.4	-1.9	-0.1	-11	-2.8	-0.4	2.0	3	-3	-3
C1=CN2CCC1C(c1ccccc1)C2 (stereo not given)	3.0	-0.7	0.8	0.7	0	0.8	-0.1	1.4	10	0	-3
CCOc1ccc2oc(C(=O)NCC(c3ccco3)N(C)C)c(C)c2c1 (stereo not given)	1.4	-0.8	-1.2	0.0	-25	-0.8	0.0	1.0	-2	-10	1
CCOc1ccccc1NC(=O)CN1C(=O)C(=O)N(Cc2ccco2)C1=O	-2.4	-1.9	0.0	-0.2	-6	-0.8	0.8	2.0	2	4	1
CCN(CC)C(=O)CCC(=O)Nc1ccc(C(=O)OC)cc1	-1.2	-1.5	-1.9	-0.2	2	0.1	-0.7	1.0	-8	0	1
Cc1cc(NC(=O)CSCc2nc(-c3cccc(F)c3)oc2C)no1	-1.5	-0.9	-1.5	0.6	4	0.9	-0.2	1.8	-3	-7	1
CCOC(=O)c1ccc(Nc2c(CC)c(C)nc3ncnn23)cc1	-2.6	-1.8	-1.7	-0.7	-7	3.5	0.5	-3.0	1	-4	2
O=C(NC(=S)Nc1cc(Cl)ccc1N1CCOCC1)c1ccc(-c2cccc(Cl)c2)o1	0.5	-1.9	-0.1	-0.3	-3	1.1	0.7	-1.5	3	-4	1
COC(=O)c1nc(-n2nc(C)cc2C)ccc1Cl	1.7	-1.3	-1.0	-0.6	3	-0.1	1.9	0.3	8	-2	-4
CCOC(=O)C1(Cc2cccc(F)c2)CCN(C(=O)Cc2cccnc2)CC1	-2.1	-1.1	-1.1	-0.3	4	0.4	-0.9	-1.5	-1	-5	4
CN(C)CCCNC(=O)c1cc(C(=O)c2ccc(F)cc2)c[nH]1	-1.2	-1.4	-0.7	0.7	-82	-1.8	-0.3	-0.5	2	3	1
CSCCC(c1nnnn1C1CCCC1)N1CCN(C/C=C/c2ccccc2)CC1 (stereo not given)	2.2	-0.9	0.8	-1.8	-2	·	·	0.0	-17	-3	1
COc1ccc(-c2[nH]c3ccccc3c2SCCN)cc1	3.3	-0.7	1.9	0.1	-15	1.7	3.1	-2.0	7	7	0
COc1cccc(CC2(CO)CCCN(S(=O)(=O)N(C)C)C2)c1 (stereo not given)	-3.1	-1.7	-0.6	1.1	-4	1.2	2.6	-2.5	-5	3	-3
O=C(Cn1cc(C(=O)C2CC2)c2ccccc21)NC1CCCC1	3.5	-0.9	0.8	0.1	0	0.3	-0.1	-0.5	-3	4	1
COc1cccc(-c2cnc(C(O)c3ccc(Cl)c(Cl)c3)[nH]2)c1 (stereo not given)	2.3	-1.4	-1.8	0.4	0	0.5	·	-0.8	-5	6	-1
CCOC(=O)C(C)Sc1nc2ccccc2c(=O)n1CC1CCCCC1 (stereo not given)	3.8	-1.6	-0.9	0.1	4	0.2	-0.2	-0.9	5	-2	0
CCc1nnc(NC(=O)CCC(=O)NC2CCCc3ccccc32)s1 (stereo not given)	1.9	-0.2	5.0	0.1	4	2.8	0.0	-0.6	0	0	-1
COc1cc(CN2CCNC(=O)C2CC(=O)N(Cc2nccn2C)C(C)C)cc(OC)c1 (stereo not given)	4.0	-0.9	0.3	-0.2	-20	2.2	-0.3	0.4	9	-1	-1
COc1ccc(NC(C)=O)cc1S(=O)(=O)Nc1ccc(C(=O)N2CCCC2)cc1	-1.3	-1.0	0.6	-0.5	4	2.3	4.4*	1.7	6	-4	-3
O=C(c1ccc(Br)o1)N1CCN(Cc2ccccc2Cl)CC1	-0.6	-1.4	0.8	-0.4	-4	-1.2	0.3	-0.8	-2	8	-2
Cc1ccc(NC(=O)c2ccc(S(=O)(=O)N3CCCC3)cc2)cc1	1.6	-1.3	-2.0	-0.6	2	-0.3	-1.8	-0.1	-8	0	0
CCN(c1ccccc1)S(=O)(=O)c1ccc(C(=O)Nc2nnc(-c3ccco3)o2)cc1	-4.4	-1.6	-0.8	-1.5	-12	-2.1	-0.5	-2.6	-6	-6	-3
CCCN(CCC)S(=O)(=O)c1ccc(C(=O)Nc2nnc(CSC)o2)cc1	-1.0	-1.1	0.8	-1.0	0	-1.3	1.9	-0.2	-1	-2	-5
CCCCOc1ccc(C(=O)Nc2cccc(C)n2)cc1	8.4	-0.9	1.2	1.0	0	2.9	-1.4	0.1	0	3	-4
CC(/C=C1\SC(=S)N(NC(=O)c2ccc(O)cc2)C1=O)=C\c1ccccc1	3.9	-0.2	-1.5	0.1	1	1.4	0.0	-0.5	-26	-1	9.0*
CC(=O)N1CCOc2ccc(S(=O)(=O)NCc3ccccc3Cl)cc21	1.0	-0.9	-0.9	-0.3	-4	0.5	0.5	0.6	-1	1	-2
COc1ccc(-c2csc(NC(=S)NC(=O)/C=C/c3ccccc3)n2)cc1Br	1.9	-1.2	-1.1	-0.3	-20	·	·	-1.2	3	5	-2
